Screening results as filed in PubChem.
ALOX12 inh = blocks human arachidonate 12S-lipoxygenase. P18054. purified 12hLO, xylenol orange hydroperoxide absorbance. hit rate 1.1% among 580,000. AID 1671190. Potency, µM (highest dose often 108 µM), for inactives: at the top dose activity change, negative = inhibition, hits mostly inhibitors; active = well fitted inhibition curve with a large enough effect; inconclusive = small, poorly fitted or top-dose-only effect, or another doubt; inactive = no such curve, though single readings can be large or run the other way
Target sequence (P18054 whole entry, looked up): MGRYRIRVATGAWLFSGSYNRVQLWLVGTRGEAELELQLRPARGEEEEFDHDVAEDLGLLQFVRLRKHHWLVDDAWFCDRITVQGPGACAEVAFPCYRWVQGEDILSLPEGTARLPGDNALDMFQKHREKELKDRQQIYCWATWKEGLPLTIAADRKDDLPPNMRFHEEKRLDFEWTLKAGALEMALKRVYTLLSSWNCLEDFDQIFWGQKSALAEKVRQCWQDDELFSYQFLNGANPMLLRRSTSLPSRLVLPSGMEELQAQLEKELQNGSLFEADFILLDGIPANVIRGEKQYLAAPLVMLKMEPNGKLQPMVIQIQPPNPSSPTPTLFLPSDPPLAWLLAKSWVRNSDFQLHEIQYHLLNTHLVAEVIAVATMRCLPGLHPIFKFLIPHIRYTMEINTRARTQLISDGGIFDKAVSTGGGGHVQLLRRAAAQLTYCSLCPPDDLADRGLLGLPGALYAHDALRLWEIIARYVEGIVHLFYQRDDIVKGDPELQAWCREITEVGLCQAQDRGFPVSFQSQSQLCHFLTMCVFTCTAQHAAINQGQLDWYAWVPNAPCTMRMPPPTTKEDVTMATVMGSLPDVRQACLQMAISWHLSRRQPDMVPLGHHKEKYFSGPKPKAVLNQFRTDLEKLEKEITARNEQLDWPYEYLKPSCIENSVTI
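Purified human 12hLO (150 nM final) in 25 mM Hepes, 0.01% Triton X-100, pH 7.0 was preincubated 15 min at room temperature with compound. Then 40 uM arachidonic acid was added, 30 min. Hydroperoxide was read by Fe-XO absorbance ratio 573/405 nm.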
An asterisk follows results filed as active; ? = inconclusive; [ ] = another dose, or the depositor's remark. % is set by controls: 0 for no effect and ±100 for the full control effect; potency is the fitted concentration of half-maximal effect. Not all compounds are listed (hit frequency here may not be typical).

A first look:
| Structure | ALOX12 inh |
| --- | --- |
| O=C(Nc1cccc(-c2nnc3n2CCCC3)c1)c1ccn[nH]1 | 15% |
| COC(=O)C1=C(C)N(C)C(=NCc2ccc(OC)cc2)NC1c1ccc(C(F)(F)F)cc1 (stereo not drawn) | -16% |
| CCC(CC)CN1C[C@]23C=C[C@H](O2)C(C(=O)N2CC(n4nc(C)cc4C)C2)C3C1=O (stereo partly drawn) | -28% |
| N#Cc1ccc(OCCOC(=O)c2ccccc2SCC2CCCO2)cc1 (stereo not drawn) | -18% |

The listing (from the top)
| Structure | ALOX12 inh |
| --- | --- |
| O=C(Nc1cccc(-c2nnc3n2CCCC3)c1)c1ccn[nH]1 | 15% |
| COC(=O)C1=C(C)N(C)C(=NCc2ccc(OC)cc2)NC1c1ccc(C(F)(F)F)cc1 (stereo not drawn) | -16% |
| CCC(CC)CN1C[C@]23C=C[C@H](O2)C(C(=O)N2CC(n4nc(C)cc4C)C2)C3C1=O (stereo partly drawn) | -28% |
| N#Cc1ccc(OCCOC(=O)c2ccccc2SCC2CCCO2)cc1 (stereo not drawn) | -18% |
| O=C(CCNc1nc(Cl)nc2nc[nH]c12)NCCc1c[nH]c2ccc(Cl)cc12 | -5% |
| Cc1oc(-c2cccs2)nc1CC(=O)N1CCC(NC(=O)c2ccccc2)CC1 | -33% |
| COCCNCc1ccc(-c2cccc(Cl)c2)o1 | 61%[activator] |
| CNC(=O)[C@@H]1C[C@@H](n2cc(CN(C)C(=O)Nc3ccccc3)nn2)CN1 | ? |
| CS(=O)(=O)c1ccc(CN[C@@H]2CO[C@H](CNC(=O)Nc3ccccc3)[C@H]2O)cc1 | 55%[activator][176 µM] |
| COc1ccc2cnn(CC(=O)NC3CCCc4c3[nH]c3ccccc43)c(=O)c2c1OC (stereo not drawn) | 40µM* |
| Cc1noc(C2CC3(CCN(C(=O)CCC4CCCC4)CC3)CN2C)n1 (stereo not drawn) | 21% |
| CC(=O)N1CCN([C@H]2[C@@H]3OC[C@@H](O3)[C@@H](NCc3ccccc3O)[C@@H]2O)CC1 | 20%[176 µM] |
| COc1ccc2c3c(n(C)c2c1)[C@@H](CO)N(C(=O)c1ccncc1)CC31CCN(C(C)=O)CC1 | -14% |
| O=C(CCc1ccsc1)NCC1CCCO1 (stereo not drawn) | 1% |
| O=C(Cn1nc(Br)nc1Br)c1ccc(Cl)cc1 | ? |
| CN(C)C(=O)c1ccn2cncc2c1 | 88%[activator][176 µM] |
| CCC1Oc2ccc(NC(=O)Cc3ccccc3)cc2CN(Cc2ccc(F)cc2)C1=O (stereo not drawn) | 28% |
| CNC(=O)[C@@H](c1ccccc1F)N1CCC[C@H]1C(=O)NCC(C)C | ? |
| COc1ccc(C(=O)N2CC[C@@H]3CN(S(C)(=O)=O)[C@@H]3C2)c(C)c1 | 48%[activator] |
| O=C(NC(C(=O)N1CCCC1C(=O)NC1CCCC1)c1ccccc1)c1cccs1 (stereo not drawn) | -5% |
| COc1ccc2c(c1)OCC(CNC(=O)c1ccc(C(C)C)n(C)c1=O)C2 (stereo not drawn) | 36%[activator] |
| O=C(Nc1ccc2c(c1)OCO2)C1CCN(c2ccc3nncn3n2)CC1 | -13% |
| CC(C)NC(=O)c1nc(-c2ccc(COc3ccc4c(c3)OCO4)cc2)no1 | 21% |
| CC(=O)N(c1nc(C)c(C(=O)Nc2ccc3[nH]ccc3c2)s1)C1CC1 | 14% |
| C=CCC(=O)N1CCCC1C(=O)Nc1ccccc1-c1ccc(OC)cc1 (stereo not drawn) | 12% |
| Cc1ccc(Nc2nc3ccccc3nc2NS(=O)(=O)c2ccccc2)cc1 | -9% |
| COc1ccc(Nc2nc(Nc3ccc(C)c(C)c3)nc3nccnc23)cc1 | -18% |
| COc1cc(OC)cc(C(=O)/C(=C\c2ccco2)c2nc3ccccc3o2)c1 | 40µM* |
| Cc1cnc(C(=O)N2CCC(N3C(=O)C(OCC4CC4)C34CCOCC4)CC2)cn1 (stereo not drawn) | ? |
| O=C(Cc1c(F)cccc1Cl)NCCC12CC3CC(CC(C3)C1)C2 | -6% |

ALOX12 inh: entries above that show a hit
| Structure | ALOX12 inh |
| --- | --- |
| COc1ccc2cnn(CC(=O)NC3CCCc4c3[nH]c3ccccc43)c(=O)c2c1OC (stereo not drawn) | 40µM* |
| COc1cc(OC)cc(C(=O)/C(=C\c2ccco2)c2nc3ccccc3o2)c1 | 40µM* |

Further structures follow:
| Structure | ALOX12 inh |
| --- | --- |
| CCCNC(=O)CN(C)C(=O)c1cc2ccccc2n1C | -19% |
| CCCNc1c(NC(=O)c2ccc(OC)c(OC)c2)c(=O)oc2ccccc12 | -4% |
| O=C(NCc1ccccc1)c1nc(-c2cccc3[nH]ccc23)no1 | -4% |
| CC(C)CC(=O)Nc1ccc(-c2nc3cc(Cl)ccc3o2)cc1 | -1% |
| Cc1ccc(C2C(C#N)=C(N)OC3=C2C(=O)CC(c2ccccc2Cl)C3)cc1 (stereo not drawn) | ? |
| Cc1cc(OCC(=O)N2CCCCC2CCN2CCCCC2)cc(C)c1Cl (stereo not drawn) | 12% |
| COC(=O)c1ccc(C)c(NC(=O)c2cc(=O)c3ccccc3o2)c1 | -30% |
| CCOc1ccc(/C=C/c2nc(C#N)c(N3CCC(C(N)=O)CC3)o2)cc1 | 4% |
| O=C(Nc1ccc(F)cc1F)N[C@H]1C[C@H]2C(=O)NC[C@@H](CCC(=O)N3CCC(O)CC3)N2C1 | 9% |
| COc1cccc(CNC(=O)[C@@H]2C[C@@H](O)CN2C2CCN(C(=O)c3sc(C)nc3C)CC2)c1 | 47%[activator] |

As a short view, part of the list above:
| Structure | ALOX12 inh |
| --- | --- |
| O=C(NCc1ccccc1)c1nc(-c2cccc3[nH]ccc23)no1 | -4% |
| CC(C)CC(=O)Nc1ccc(-c2nc3cc(Cl)ccc3o2)cc1 | -1% |
| Cc1ccc(C2C(C#N)=C(N)OC3=C2C(=O)CC(c2ccccc2Cl)C3)cc1 (stereo not drawn) | ? |
| Cc1cc(OCC(=O)N2CCCCC2CCN2CCCCC2)cc(C)c1Cl (stereo not drawn) | 12% |
| COC(=O)c1ccc(C)c(NC(=O)c2cc(=O)c3ccccc3o2)c1 | -30% |

(more compounds)
| Structure | ALOX12 inh |
| --- | --- |
| C[C@H]1[C@@H](NS(=O)(=O)c2ccc(Cl)cc2)CC[C@@]23CCCN2C(=O)CCC[C@@H]13 | -14% |
| CCC(NC(=O)Cc1ccc2c(c1)CCC2)c1ccc(Br)cc1 (stereo not drawn) | 29% |
| NNc1ccc(S(=O)(=O)Nc2ccccc2)cc1[N+](=O)[O-] | ? |
| CCOC(=O)C1=CCN(S(=O)(=O)c2cccc(Cl)c2)C1c1cccc(Cl)c1 (stereo not drawn) | ? |
| Fc1cccc(/C=N/Nc2ccc(Cl)c(Cl)c2)c1 | 5µM* |
| O=C(NC1CCN(c2cc(-c3cccs3)[nH]n2)C1)c1ccccc1 (stereo not drawn) | 41%[activator] |
| Cn1nc(C(=O)Nc2cccc(Cl)c2)c2c1-c1ccsc1CC2 | ? |
| Cn1c(SCC(=O)NCC2CN(Cc3ccccc3)CCO2)nnc1-c1ccc(C(C)(C)C)cc1 (stereo not drawn) | 9% |
| O=c1c(C(F)(F)F)nc2ccccc2n1CC(O)COCc1ccccc1 (stereo not drawn) | -27% |
| COCCN1CCC(CN(Cc2ccncc2)C(=O)c2cnco2)CC1 | 24% |
| CSc1ccc(/C=C2/N=C(c3cccc4ccccc34)OC2=O)cc1 | ? |
| CCc1nc2c(c(-c3ccc(Cl)cc3)n1)CCN(CCC(C)C)CC2 | 58%[activator] |
| O=C1Cc2c(-c3ccccc3Oc3ccccc3)n[nH]c2CN1Cc1ccccc1F | 7%[176 µM] |
| Cc1cccc(C(=O)N2C(C(=O)NCC(C)C)COC23CCN(C(=O)c2ccccc2C)CC3)c1 (stereo not drawn) | 10% |
| CC1CC(C(C)(C)C(C)C)CC/C1=N\O (stereo not drawn) | ? |
| CC(C)NC(=O)CCc1cc2n(n1)CCN(C(=O)CN1CC(=O)NC1=O)C2 | -14% |
| CCOc1nc2ccccc2nc1N1CCC(C(=O)Nc2ccc(C(C)=O)cc2)CC1 | ? |
| O=C1CCN(Cc2cccnc2)CCCC(C(=O)NC2CCN(Cc3ccccc3)CC2)CCN1 (stereo not drawn) | 55%[activator] |
| Cc1ccc(-c2nc(CNC(=O)C3CCNC3)[nH]c2-c2ccccn2)cc1 (stereo not drawn) | 35%[activator] |
| CN(C)c1cc(N2CCCC(NC(=O)Cc3ccccc3)C2)ncn1 (stereo not drawn) | 1% |
| CCOC(=O)CSc1nc(N2CCCCC2)c2c(c1C#N)CCCC2 | 5% |
| CC(C)NC[C@H]1O[C@@H](CO)[C@@H](O)[C@H]1N1CCN(c2ncccn2)CC1 | ? |
| NS(=O)(=O)OC[C@@H]1C[C@@H](n2ccc3c(N[C@H]4CCc5ccccc54)ncnc32)C[C@H]1O | -18%[57.4 µM] |
| Cc1nc2ccc(NC(=O)CC3CC4CCC3C4)cc2s1 (stereo not drawn) | -30% |
| CC1CCC(C(C)[C@H]2CCC3C4CC(=O)C5C[C@@H](O)CC[C@]5(C)C4CC[C@@]32C)=NC1 (stereo partly drawn) | -28% |
| O=C(O)C1(c2ccccc2)CCN(S(=O)(=O)c2cc(C(F)(F)F)cc(C(F)(F)F)c2)CC1 | -17%[6.33 µM] |
| Cc1cc(C)c(O)c(-c2n[nH]c3c2C(c2ccccc2F)N(CCCO)C3=O)c1 (stereo not drawn) | ? |
| COc1ccc(-c2nc(-c3cccs3)sc2-c2ccc(OC)cc2)cc1 | -25% |
| O=C(c1ccco1)N1CCC(Oc2ccccc2-c2nc(-c3ccccc3)no2)C1 (stereo not drawn) | -3% |
| CN(C)[S+](=O)([O-])c1ccc2c(c1)OCCN(Cc1ccc(F)cc1)C2 | 55%[activator][176 µM] |
| COCCNC(=O)CCCN1C(=O)COc2ccc(C(=O)COc3ccc(Cl)cc3C)cc21 | -6% |
| O=C1NC2(CCCN(Cc3ccc(OC(F)(F)F)cc3)C2)Oc2ccccc21 (stereo not drawn) | 31%[activator] |
| Cc1nc2ccc(C)c(C)c2s1 | 4% |
| CN1Cc2cccn2CC1CNC(=O)c1cnn(C)c1 (stereo not drawn) | 29% |
| O=C(OCc1nnnn1-c1ccccc1)C1(c2ccccc2)CC1 | 34% |
| COc1cc(C=O)cc(Cl)c1OCc1cccc(C(=O)O)c1 | 43%[activator] |
| CN(C)CC(O)COc1ccc(NC(=O)NCc2ccccc2)cc1 (stereo not drawn) | -1% |
| COc1cc(NC(=O)CSc2nncn3c2cc2oc(C)cc23)cc(OC)c1 | 15% |
| COCCNc1oc(-c2ccc(OC)cc2)nc1S(=O)(=O)c1ccc2c(c1)OCCO2 | ? |
| CC(C)C(=O)NC(=S)Nc1cccc(Cl)c1 | ? |
| O=C1CCCCCN1C1CCN(Cc2ccc(F)cc2)CC1 | 34%[176 µM] |
| Cc1ccc(-c2cc3c(ccn3CC3CCN([S+](C)(=O)[O-])CC3)c(N3CCOCC3)n2)cn1 | 3% |
| O=C(NCc1nc(-c2cccc(F)c2)c(-c2ccccn2)[nH]1)[C@@H]1C[C@@H](O)CN1 | 156%[activator] |
| O=C(NCCc1ccccc1)c1nnn2c1COC(c1ccc(Br)cc1)C2 (stereo not drawn) | ? |
| COc1ccc(S(=O)(=O)N2CCN(c3ccc(C)c(Cl)c3)CC2)c2ccccc12 | 70%[activator] |
| NC1CCc2nn(CC(=O)N(Cc3ccccc3)Cc3ccco3)c(=O)n2CC1 (stereo not drawn) | 36% |
| COc1cccc(NC(=O)CC2CCCCN(C)C2=O)c1 (stereo not drawn) | 17% |
| Cc1noc(C)c1-c1cc2c(c(-c3cccc(CO)c3)c1)C(=O)N(C)C2 | -18%[176 µM] |
| O=C(COc1ccc(F)cc1)N1C[C@@H](CO)[C@H](c2ccncc2)C1 | 10% |
| Cc1nn(C)cc1C(=O)N(Cc1cccc(Cl)c1)CC(C)C | 2% |

Additional entries:
| Structure | ALOX12 inh |
| --- | --- |
| CCCCCCn1nc(C(=O)OCC(=O)Nc2ccc(C)c(F)c2)c2ccccc2c1=O | -23% |
| O=C(NCCc1cccc(F)c1)C1CCCN(C2CCN(C(=O)C3CC3)CC2)C1 (stereo not drawn) | 44%[activator] |
| O=C(CCC[C@H]1NC[C@@H]2C[C@H]1CN(Cc1ccccc1)C2)NCCc1ccncc1 | 14% |
| CN1C(=O)CN(CCCCOc2ccccc2)C(=O)c2ccccc21 | 0% |
| COCCN(Cc1cccs1)S(=O)(=O)c1ccc(Br)cc1Cl | 20% |
| COc1cccc(C(=O)Nc2oc3ccc(Cl)cc3c(=O)c2-c2ccc3c(c2)OCO3)c1 | -2% |
| COc1ccc(Cl)cc1NC(=O)c1nn(C)c(=O)c2ccccc12 | 19% |
| Nc1nc(SCC(=O)NCc2ccccc2Cl)n[nH]1 | -5% |
| Cc1c(C#N)oc2ccccc12 | 10% |
| O=C(CCc1nc(-c2ccccc2)no1)N1CCc2sccc2C1c1cccs1 (stereo not drawn) | -21% |
| CSc1ncccc1C(=O)NCCN1Cc2ccccc2OC(c2ccccc2F)C1 (stereo not drawn) | 1% |
| CC(=O)N1CCN(C(=O)c2ccc(-c3ncc4cnc(-c5cccc(F)c5)cn34)cc2)CC1 | 3% |
| CN(C)CC(NS(=O)(=O)c1cccc(Cl)c1)c1ccccc1 (stereo not drawn) | -10% |
| CN(Cc1ccccc1)C(=O)C[C@@H]1O[C@H](CNCc2ccc(F)cc2)[C@@H](O)[C@H]1O | ? |
| CCCCn1c(=O)[nH]c(=O)c2c1nc(-c1ccncc1)n2CCC | 3% |
| COc1cc(NC(=O)Nc2ccc(F)cc2F)c(OC)cc1Cl | ? |
| O=C(Cn1nnc2ccccc2c1=O)NC(=O)Nc1ccccc1F | -18% |
| Fc1ccc(-c2noc([C@@H]3Cc4nc[nH]c4CN3CCCc3ccccc3)n2)cc1Cl | 54%[activator] |
| O=C(C1CCOCC1)N1CCN(C(=O)N2CC3CC(C2)[C@H]2CCCC(=O)N2C3)CC1 (stereo partly drawn) | 61%[activator] |
| CC1=C[C@@H](CNC(=O)CCCC(=O)O)[C@H](C(C)C)C[C@H]1Cc1nc2c(C)cccc2[nH]1 | ? |
